S3 lipid droplet: qHTS Assay for Lipid Storage Modulators in Drosophila S3 Cells. Drosophila S3 cells, BODIPY lipid droplet fluorescence, 18-24 h; cells fed with added oleic acid. Potency in µM for hits, for the others lipid storage change, negative = inhibition, % at the top dose, mostly 46.1 µM. 0.64% of 320,000 active. AID 2685; active = well fitted inhibition curve with a large enough effect in the signal ratio, with a control signal flat, not every such curve was filed as active; inconclusive = small, poorly fitted or top-dose-only effect, or effect the other way, or a change in a side signal; the % refers to the signal ratio
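Laser-scanning cytometry quantifies lipid droplet accumulation (500–530 nm total intensity; droplet/cell object ratio) in oleic acid-fed (400 uM added) Drosophila S3 cells treated with a concentration series. 20 uM Triacsin C defined 100% inhibition.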
S3 lipid droplet cell count max: also measured in S3 lipid droplet; calls as there; cell number change, %; measured here: cell count max response;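 cells counted by Cell Tracker Red CMTPX staining in the red channel; peak over a dose series mostly up to 46.1 µM; percent activity relative to internal control wells on each plate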
* = called active by the depositor; i = inactive; ? = inconclusive; . = no result given. % is set by controls: 0 for no effect and ±100 for the full control effect; potency is the fitted concentration of half-maximal effect. The list is partial, so the mix of outcomes need not match the whole.

#	compound	S3 lipid droplet cell count max	S3 lipid droplet
1	C/C(=N/NC(=O)C1CCCN1C(=O)c1ccc([N+](=O)[O-])cc1)c1ccc(Br)cc1 (configuration not stated)	.	?
2	CCOc1cc(NC(=S)Nc2ccc(Cl)cc2)c(OCC)cc1NC(C)=O	10	20%
3	Oc1c(Br)cc(Br)cc1/C=N/Nc1ccc(Cl)nn1	.	16%
4	COc1ccc(Cl)cc1NC(=O)C(=O)NCc1ccncc1	.	?
5	CSCCNCc1c(C(=O)N2CCOCC2)nc2c(C)cccn12	7	16%
6	O=C(c1ccc(Br)o1)N1CCN=C1SCc1cccnc1	.	?
7	O=C1CN(C(=O)COc2c(Cl)cccc2Cl)c2ccccc2N1	.	?
8	Cc1nn(C)cc1C(C)Nc1nc2nonc2nc1N1CCCCC1 (configuration not stated)	.	?
9	CN1CCC(NC(=O)Nc2ccc(Br)cc2)CC1	-13	-17%
10	Cc1ccc2nc(NC(=O)CCCc3nc4ccccc4s3)sc2c1	.	?
11	COc1ccc(CCN2CC(C(=O)N(C)Cc3ccccc3OC)CCC2=O)cc1 (configuration not stated)	.	i
12	CCN(CC)c1ccc(/C=N/NS(=O)(=O)c2ccc(C)c([N+](=O)[O-])c2)cc1	-2	9%
13	CC1CCN(c2ccc([N+](=O)[O-])cc2C(N)=O)CC1	-7	13%
14	Cn1cccc1Cc1nnc(SCC(=O)NCCc2ccccc2)n1C	.	?
15	CC(C)Cn1c(N)c(C(=O)COC(=O)C2CCCN2C(=O)c2cccs2)c(=O)n(C)c1=O (configuration not stated)	-5	-18%
16	COC(=O)[C@@H]1C[C@H]2CC[C@H](O)C[C@H]2N1Cc1ccc(C(F)(F)F)cc1	-1	3%
17	Cc1ccccc1CNC(=O)C(=O)NCC1CCCN1S(=O)(=O)c1ccccc1 (configuration not stated)	.	?
18	CCCCCOc1ccc(C2C(C(C)=O)=C(C)Nc3ncnn32)cc1OC (configuration not stated)	.	?
19	CN(C)C(=O)Nc1cnc2ccccc2c1	12	8%
20	Cn1c(=O)n(C)c2cc(S(=O)(=O)NCc3ccco3)ccc21	.	?
21	CC(=O)c1c(C)[nH]c(C(=O)N2CCN(S(=O)(=O)c3ccc(F)c(F)c3)CC2)c1C	.	?
22	COc1ccc(OC)c(NC(=O)CCNS(=O)(=O)c2ccc3c(c2)c(=O)n(C)c(=O)n3C)c1	.	?
23	Cc1noc(C)c1C(=O)OC(C)C(=O)N1CCc2ccccc21 (configuration not stated)	-24	9%
24	O=C(CN1CCN(Cc2ccc(F)cc2)C1=O)NC1CCCC1	-4	-4%
25	CCN(CC)Cc1c(C(=O)N/N=C/c2ccc(C)o2)nnn1-c1nonc1N	17	i
26	CC(=O)c1c(COC(=O)c2ccc(Cl)cc2)nc2ccccc2[n+]1[O-]	15	0%
27	Cc1cc(C)c(S(=O)(=O)N2CCOCC2)cc1C	.	?
28	CC(C)C(C(=O)Nc1ccc2c(c1)OCCO2)N1C(=O)c2ccccc2C1=O (configuration not stated)	.	?
29	COc1cc2[nH]c(=S)nc(NC3CCCCCC3)c2cc1OC	-3	2%
30	Cc1cc(NC(=O)c2ccc(S(=O)(=O)N3CCOCC3)cc2)no1	.	?
31	COc1cc(-c2cc(N)n(S(=O)(=O)c3ccccc3)n2)cc(OC)c1OC	.	?
32	COc1ccc(C(CC(=O)O)N2C(=O)CCC2=O)cc1 (configuration not stated)	.	?
33	COc1cc2ccccc2c2c1CCCC2=O	17	i
34	CC(O)CO (configuration not stated)	.	?
35	Cc1cc(C)c(S(=O)(=O)N2CCN(C(=O)C(C)Cn3cncn3)CC2)c(C)c1 (configuration not stated)	30	i
36	c1ccc(C2Nc3ccccc3Oc3ccccc32)cc1 (configuration not stated)	.	?
37	CCCCNC(=O)Cn1cnc2c(cnn2-c2ccc(C)c(C)c2)c1=O	.	?
38	O=C(NN1CCCCC1)c1cccc(COc2ccc(Cl)cc2)c1	.	?
39	Cc1ccc(S(=O)(=O)CCC(=O)Nc2ccc3c(c2)OCO3)cc1	.	?
40	O=C(OCc1ccc(Cl)cc1)c1cccnc1Cl	3	-8%

An excerpt from above in order of SMILES length, smallest number first:
#	compound	S3 lipid droplet cell count max	S3 lipid droplet
9	CN1CCC(NC(=O)Nc2ccc(Br)cc2)CC1	-13	-17%
4	COc1ccc(Cl)cc1NC(=O)C(=O)NCc1ccncc1	.	?
8	Cc1nn(C)cc1C(C)Nc1nc2nonc2nc1N1CCCCC1 (configuration not stated)	.	?
2	CCOc1cc(NC(=S)Nc2ccc(Cl)cc2)c(OCC)cc1NC(C)=O	10	20%
1	C/C(=N/NC(=O)C1CCCN1C(=O)c1ccc([N+](=O)[O-])cc1)c1ccc(Br)cc1 (configuration not stated)	.	?
22	COc1ccc(OC)c(NC(=O)CCNS(=O)(=O)c2ccc3c(c2)c(=O)n(C)c(=O)n3C)c1	.	?

Following part
#	compound	S3 lipid droplet cell count max	S3 lipid droplet
41	CCc1ccc(CNC(=O)CCS(=O)(=O)Cc2ccc(C)cc2)cc1	.	?
42	CC(C)N(Cc1ccccc1)C(=O)CC(=O)N(Cc1ccccc1)C(C)C	.	?
43	Cc1ccc(C)c(N2CCN(C(=O)c3csc(C)c3C)CC2)c1	.	?
44	O=C(CN(C(=O)CNC(=O)c1ccco1)c1ccc(F)c(Cl)c1)NC1CCCCC1	-15	i
45	COC(=O)c1ccccc1NC(=O)CSc1nnc(COc2cccc(OC)c2)n1C	.	?
46	CCCCn1c(N)c(N(CCOC)C(=O)CN(C)S(=O)(=O)c2ccc(F)cc2)c(=O)[nH]c1=O	8	2%
47	CCOc1ccc(CC(=O)Nc2nccs2)cc1OCC	16	0%
48	CCCOc1ccc(Cl)cc1CNc1ccccc1	-9	9%
49	C/C=C/c1ccc(OCC(=O)Nc2cc(C(F)(F)F)ccc2N2CCOCC2)c(OC)c1	-17	1%
50	CCOC(=O)/C=C1\Nc2ccccc2SC1=O	.	?
51	COc1cc(CCCN[C@H](CN)Cc2ccccc2)cc(OC)c1OC	-34	9%
52	COc1ccccc1NC(=O)CCCN1C(=O)C2CC=CCC2C1=O (configuration not stated)	.	?
53	COc1cc(/C=N\NC(=O)c2ccc(C)nc2)ccc1OC(=O)c1ccco1	5	8%
54	CCOc1cc(C2NC(=O)NC(C)=C2C(=O)OC(C)CC)cc(Br)c1O (configuration not stated)	-7	15%
55	COn1c(SCc2ccccc2)nc2ccccc2c1=O	.	?
56	Cc1cc(NC(=O)CSc2nc(C(C)(C)C)nc3ccccc23)no1	-18	-21%
57	O=C1CN2C(=N1)N(Cc1ccccc1)c1ccccc12	-11	i
58	O=C1N(c2ccccc2C(F)(F)F)O[C@@]1(c1ccccc1)C1CCCCC1	.	?
59	Cc1c(C2Nc3ccccc3NC3=C2C(=O)CC(C)(C)C3)cnn1C (configuration not stated)	.	?
60	CCOC(=O)c1sc(NC(=S)NC(=O)c2cccc(Cl)c2)c(C(=O)OCC)c1C	.	i
61	COc1ccc(CC(=O)NNC(=O)COc2ccc(Cl)cc2C)cc1S(=O)(=O)N1CCOCC1	.	?
62	S=C(NCc1ccc(Cl)cc1)NN1CCOCC1	4	7%
63	O=C(CS(=O)c1cccc(C(F)(F)F)c1)Nc1ccccc1Cl (configuration not stated)	6	0%
64	CC(C(=O)Nc1ccc(F)cc1Cl)N1CCN(S(=O)(=O)c2cccs2)CC1 (configuration not stated)	.	?
65	CCCC(=O)Nc1ccc(C(=O)NCc2ccccn2)cc1	.	?
66	Cc1nc(N/N=C/c2ccc(Br)cc2)cc(N2CCOCC2)n1	.	?
67	Cc1nc2ccccc2cc1C(=O)N/N=C/c1ccco1	.	?
68	O=c1c2ccccc2nc2c3ccccc3c(NCc3cccnc3)nn12	.	3%
69	Cc1ccc(-n2c(SCC(=O)Nc3ccc(Cl)cc3)nc(O)cc2=O)cc1	.	?
70	O=C(Nc1cccc(-c2nc3cccnc3s2)c1)c1cccnc1Cl	1	-5%
71	Cc1ccccc1NC(=O)CSc1cn[nH]n1	-23	i
72	CCOc1ccc(N(Cc2cc3ccc(C)cc3[nH]c2=O)S(C)(=O)=O)cc1	.	?
73	CCOc1ccc(N(C)S(=O)(=O)c2ccc(C)c(C(=O)NCCc3ccc(OC)cc3)c2)cc1	3	-18%
74	N/C(=N\c1nc(CSc2nc3ccccc3s2)cc(=O)[nH]1)Nc1ccc(F)cc1	.	?
75	COC(=O)NNC(=O)c1ccccc1OC	-18	i
76	Cc1ccsc1/C=N/NC(=O)c1ccncc1	.	?
77	O=C(c1cccnc1)N1c2ccccc2Sc2ccccc21	11	-3%
78	O=C(CNCc1ccco1)Nc1ccccc1-n1cccc1	-13	11%
79	CC(C)Cc1ccc(CN2CCCC(NC(=O)CCN3CCOCC3)C2)cc1 (configuration not stated)	.	?
80	COC(=O)c1ccc(NC(=O)C(=O)N2CCCC2)cc1	-9	i

Quoted at random: 2 compounds from above, in no set order.
#	compound	S3 lipid droplet cell count max	S3 lipid droplet
79	CC(C)Cc1ccc(CN2CCCC(NC(=O)CCN3CCOCC3)C2)cc1 (configuration not stated)	.	?
78	O=C(CNCc1ccco1)Nc1ccccc1-n1cccc1	-13	11%

The results go on:
#	compound	S3 lipid droplet cell count max	S3 lipid droplet
81	Cc1ccc(N2C(=O)N3[C@H](c4ccc(Cl)cc4)[C@@H]4C(=O)N(C5CCCCC5)C(=O)[C@@H]4[C@]3(Cc3ccccc3)C2=O)cc1	.	?
82	COc1ccccc1NC(=O)c1c(N=Cc2ccccc2O)cnn1C	.	?
83	Cc1ccccc1NC(=O)c1c(C)[nH]c(=S)c(C#N)c1-c1ccco1	3	11%
84	O=C(CN1CCCCC1)NNC(=O)c1cccc(Br)c1	.	?
85	CC(=O)Nc1ccc(S(=O)(=O)N2CCN=C2SCc2cccnc2)cc1	-1	0%
86	Cc1ccc(C(=O)N/C(=C\c2sccc2C)C(=O)NCc2ccncc2)cc1	-2	6%
87	COc1ccc(N2CCN(Cc3nc(N)nc(Nc4ccc(C)c(Cl)c4)n3)CC2)cc1	.	?
88	CC(=O)c1cccc(NC(=O)CN(C)Cc2ccc(OC(F)F)cc2)c1	.	?
89	CCOC(=O)c1sc(NC(=O)c2ccc(S(=O)(=O)N3CCCCC3)cc2)nc1-c1ccccc1	.	?
90	CCOC(=O)C(C(=O)OCC)C(Nc1ccc(Br)cc1)c1ccccc1 (configuration not stated)	.	?
91	Cc1cc(C2N=C(N)Nc3nc4ccccc4n32)c(C)n1-c1ccccc1Cl (configuration not stated)	.	?
92	CN(C)c1cccc(C(=O)Nc2nnc(Cc3ccccc3)s2)c1	.	?
93	COc1cc(-n2c(C)nc3cc(C(=O)O)ccc32)cc(OC)c1OC	0	8%
94	COc1c2c(nc3occc13)C(CCC(C)(C)O)(OC)C(O)CC2 (configuration not stated)	1	8%
95	N#C/C(=N\O)c1nc2ccccc2s1	.	?
96	COc1ccc(OC)c(NC(=O)CSC2=NN3CCCC(=O)N=C3S2)c1	-15	i
97	O=C(Nc1ccc2oc(-c3ccccc3F)nc2c1)c1cncc(Br)c1	.	?
98	Cc1cc(C)n(-c2nc3ccccc3nc2N2CCCCCC2)n1	.	?
99	O=C(c1cc(=O)[nH]c2ccccc12)N1CC=C(c2ccccc2)CC1	.	i
100	C(=N\N1CCOCC1)/c1cn(-c2ccccc2)nc1-c1ccccc1	.	?
101	Cc1ccsc1C(=O)NCCc1nnc2ccccn12	18	-2%
102	Cc1cccc(NC(=O)c2sccc2-n2cccc2)c1C	-29	-12%
103	COc1ccc(-c2onc3ccc(Cl)cc23)cc1	.	i
104	O=C(c1ccco1)N(Cc1cccc([N+](=O)[O-])c1)c1ccc(Br)cc1	5	-16%
105	Cc1ccccc1N1C(=O)c2ccccc2NC1c1ccncc1 (configuration not stated)	14	0%
106	O=C(Nc1ccc(S(=O)(=O)NCc2ccccc2)cc1)c1ccccc1[N+](=O)[O-]	.	?
107	CCCC1C(C#N)=C(N)Oc2cc(C)n(C)c(=O)c21 (configuration not stated)	10	i
108	CN(C(=O)CCN1C(=O)C2C3C=CC(C3)C2C1=O)c1ccccc1 (configuration not stated)	14	-16%
109	O=Nc1ccc(O)c2ncccc12	12	i
110	CCOC(=O)c1ccc(Oc2nc(NC)nc(OC)n2)cc1	.	i
111	Nc1nonc1C(=O)NCCNc1ncccc1[N+](=O)[O-]	11	-6%
112	CCOC(=O)N1CCN(C(=O)c2ccc3c(=O)n(CC4CCCO4)c(=S)[nH]c3c2)CC1 (configuration not stated)	.	?
113	O=C(c1cc2ccccc2o1)N1CCN(S(=O)(=O)/C=C/c2ccccc2)CC1	.	i
114	CCN1CCCC1CNC(=S)Nc1ccc(C(C)=O)cc1 (configuration not stated)	.	?
115	Cc1cccn2c(=O)c3cc(C(=O)NCC4CCCO4)c(=N)n(CCN4CCOCC4)c3nc12 (configuration not stated)	.	?
116	O=C(CN1CCCCC1)Nc1cccc2c1OCO2	13	i
117	CC(C)(c1cc(Br)c(O)c(Br)c1)c1cc(Br)c(O)c(Br)c1	.	?
118	O=C(COC(=O)/C=C/c1cccc(F)c1)Nc1ccc2[nH]c(=O)[nH]c2c1	-2	2%
119	CCSc1nnc(-c2c[nH]c3ccccc23)o1	.	?
120	COC(=O)c1c(C)oc2ccc(N(C(=O)c3ccncc3)S(=O)(=O)c3ccccc3)cc12	-10	-21%
121	COc1ccc(CNC(=O)COC(=O)C2=COCCO2)cc1	.	?

Values in list order from the entries so far:
S3 lipid droplet for nos. 113–120 → i, ?, ?, i, ?, 2%, ?, -21%

Bioassay records: PubChem, National Center for Advancing Translational Sciences (NCATS)
